Source: PubChem BioAssay (Broad Institute)
TcdB GH inh = inhibitors of Clostridioides difficile toxin B glycohydrolase | P18177 | TcdB glycohydrolase enzymatic assay, plate reader | inhibition, % at 9.99 µM | 0.24% of 350,000 active | AID 652162; in the data active = inhibition above about 10%
BioA inh = blocks M. tuberculosis BioA enzyme activity | purified M. tuberculosis BioA enzyme, plate reader | inhibition, % at 9.99 µM | 0.096% of 360,000 active | AID 602481; in the data active = inhibition above about 40%
Starred values were filed as active, the others as inactive; & = joins results of further samples. Some of the compounds tested (hit frequency here may not be typical).

SMILES	TcdB GH inh	BioA inh
C[C@@H]1CN([C@H](C)CO)C(=O)c2cccc(NC(=O)NC3CCCCC3)c2O[C@H]1CN(C)C(=O)NC1CCCCC1	0.9	2.7
COCC#Cc1ccc2c(c1)O[C@H](CN(C)Cc1ccccn1)[C@@H](C)CN([C@H](C)CO)S2(=O)=O	0.8	1.7
COC(=O)C[C@H]1CC[C@@H]2[C@@H](COc3ccc(NC(=O)c4ccccc4F)cc3C(=O)N2C)O1	4.3	-4.3
O=C(CC1CC1)N1CC[C@@H]2[C@@H](CO)Nc3ccc(-c4cccc(F)c4)cc3[C@@H]21	1.2	23
Cc1noc(C)c1S(=O)(=O)Nc1ccc2c(c1)CC(=O)N([C@@H](C)CO)C[C@H](C)[C@@H](CN(C)CC1CC1)O2	-2.1	2.3
C[C@H]1CN([C@@H](C)CO)C(=O)c2cccc(NC(=O)c3cnccn3)c2O[C@H]1CN(C)Cc1ccc(C(=O)O)cc1	1.0	-1.4
O=C(c1ccncc1)N1C[C@@H]2[C@H](c3ccccc31)[C@H](CO)N2C(=O)Nc1ccccc1Cl	0.3	-1.1
C[C@H](CO)N1C[C@H](C)[C@@H](CN(C)Cc2ccccc2)Oc2ncc(-c3ccccc3F)cc2C1=O	0.4	1.4
COc1ccc(NC(=O)N(C)C[C@H]2Oc3c(NC(=O)c4ccc(-c5nccs5)cc4)cccc3C(=O)N([C@H](C)CO)C[C@H]2C)cc1	0.0	-1.1
COC(=O)C[C@@H]1C[C@H]2c3cc(NC(=O)NC4CCCC4)ccc3O[C@H]2[C@@H](CO)O1	0.8	1.2
COc1ccccc1C#Cc1ccc([C@@H]2[C@@H](CO)N3CCCCN(S(C)(=O)=O)C[C@H]23)cc1	1.1	-3.1
CCCNC(=O)N(C)C[C@@H]1Oc2cc(C#CCC(C)C)ccc2S(=O)(=O)N([C@H](C)CO)C[C@H]1C	0.8	0.9
O=C(C[C@H]1CC[C@H]2[C@@H](COC[C@H](O)CN2CC2CCOCC2)O1)NCC1CCCCC1	-1.2	-6.1
C[C@@H]1CCCCO[C@@H](CN(C)C(=O)Nc2ccc3c(c2)OCO3)[C@@H](C)CN([C@H](C)CO)C(=O)c2cc(NC(=O)CCCCCC(=O)Nc3ccccc3N)ccc2O1	0.6	-2.5
COc1ccc(NC(=O)Nc2ccc3c(c2)C(=O)N([C@@H](C)CO)C[C@@H](C)[C@@H](CN(C)S(=O)(=O)c2ccc(Cl)cc2)OCCCC[C@@H](C)O3)cc1	0.1	0.8
CCC(=O)N(C)C[C@@H]1Oc2cc(C#CC3CCCC3)ccc2S(=O)(=O)N([C@@H](C)CO)C[C@@H]1C	-0.5	1.2
C[C@H]1CN([C@@H](C)CO)S(=O)(=O)c2ccc(C3=CCCCC3)cc2O[C@@H]1CN(C)C(=O)C1CCC1	1.1	0.5
CCC(=O)N1CC[C@@H]2[C@H]1c1cc(C#Cc3cccnc3)ccc1N[C@@H]2CO	-3.3	3.0
Cc1noc(C)c1NC(=O)N(C)C[C@@H]1Oc2ccc(NC(=O)Nc3cccc4ccccc34)cc2C(=O)N([C@@H](C)CO)C[C@H]1C	-0.7	-1.1
CC(=O)N[C@@H]1CC[C@H](CCNC(=O)C2CC2)O[C@@H]1CO	-0.2	-2.7

Reprinted from the part before: 2 compounds; new compounds follow.
SMILES	TcdB GH inh	BioA inh
Cc1noc(C)c1NC(=O)N(C)C[C@@H]1Oc2ccc(NC(=O)Nc3cccc4ccccc34)cc2C(=O)N([C@@H](C)CO)C[C@H]1C	-0.7	-1.1
CC(=O)N[C@@H]1CC[C@H](CCNC(=O)C2CC2)O[C@@H]1CO	-0.2	-2.7
N#Cc1cccc(-c2ccc([C@@H]3[C@@H](CO)N4CCCCN(C(=O)Nc5ccc(F)cc5)C[C@H]34)cc2)c1	0.5	-0.1
COc1ccc(-c2ccc3c(c2)O[C@@H](CN(C)Cc2cccnc2)[C@H](C)CN([C@H](C)CO)S3(=O)=O)cc1	-5.3	3.8
COc1ccc(NC(=O)Nc2ccc3c(c2)C(=O)N([C@@H](C)CO)C[C@@H](C)[C@@H](CN(C)Cc2ccc4c(c2)OCO4)OCCCC[C@H](C)O3)cc1	1.6	1.5
CO[C@@H]1CN(C)C(=O)c2ccc(NC(=O)C3CC3)cc2OC[C@@H](C)N(C(=O)NC(C)C)C[C@@H]1C	-0.3	-1.2
C[C@@H]1CN([C@@H](C)CO)C(=O)c2cccc(NC(=O)NC3CCCCC3)c2O[C@@H]1CN(C)S(=O)(=O)c1ccccc1	1.4	1.4
COCC(=O)N(C)C[C@H]1Oc2ncc(C#Cc3ccc(OC)cc3)cc2C(=O)N([C@@H](C)CO)C[C@@H]1C	0.0	-0.8
COCCNC(=O)C[C@H]1C[C@H]2c3cc(NC(=O)c4cccnc4)ccc3O[C@H]2[C@H](CO)O1	-0.1	24
CC(=O)N(C)C[C@H]1Oc2cc(C#Cc3cccnc3)ccc2S(=O)(=O)N([C@@H](C)CO)C[C@@H]1C	3.4	21
COc1ccc(NC(=O)N(C)C[C@H]2OCCCC[C@@H](C)Oc3ccc(NC(=O)c4ccccc4)cc3C(=O)N([C@@H](C)CO)C[C@H]2C)cc1	-0.2	-1.0
C[C@H](CO)N1C[C@H](C)[C@H](CN(C)CC2CC2)Oc2ccc(NC(=O)C3CC3)cc2C1=O	-0.9	-0.3
CN(C)CC(=O)N[C@@H]1C=C[C@@H](CC(=O)NCc2ccccc2F)O[C@H]1CO	-0.6	-0.6
C[C@H]1CCCCO[C@@H](CN(C)Cc2ccc(C(=O)O)cc2)[C@@H](C)CN([C@@H](C)CO)C(=O)c2cc(NC(=O)c3ccccc3)ccc2O1	0.1	2.7
O=C(Nc1ccc(Cl)c(Cl)c1)N[C@@H]1CC[C@@H](CCn2cc(C3CCCCC3)nn2)O[C@H]1CO	1.5	2.5
CCCC#Cc1cnc2c(c1)C(=O)N([C@H](C)CO)C[C@@H](C)[C@@H](CN(C)S(=O)(=O)c1ccccc1)O2	-0.8	1.2
C[C@H](CO)N1C[C@H](C)[C@H](CN(C)S(=O)(=O)c2ccccc2)Oc2ncc(C#Cc3ccccc3F)cc2C1=O	0.3	1.3
O=C(C[C@H]1CC[C@@H]2[C@H](COC[C@@H](O)CN2C(=O)c2cnccn2)O1)NCc1ccc(F)cc1	-0.2	-0.3
CCCN(C)C[C@H]1OCCCC[C@@H](C)Oc2ccc(NC(=O)C3CCCCC3)cc2C(=O)N([C@H](C)CO)C[C@@H]1C	0.2	-1.4
COc1ccc(NC(=O)N2CCCCN3[C@H](CO)[C@H](c4ccc(-c5ccccc5F)cc4)[C@@H]3C2)cc1	0.7	-2.8
Cc1cccc(-c2ccc([C@H]3[C@H](CO)N4CCCCN(S(=O)(=O)c5ccccc5C)C[C@@H]34)cc2)c1	-0.3	-2.5
CCC(=O)N1[C@H](C(=O)N2CCc3ccccc3C2)[C@@H](CO)[C@@H]2Cn3c(cccc3=O)[C@@H]21	1.1	0.9
COc1ccccc1-c1ccc2n(c1=O)C[C@@H]1[C@@H](CO)[C@H](C(=O)Nc3nccs3)N(CC3CC3)[C@H]21	1.3	0.1
C[C@H](CO)N1C[C@H](C)[C@H](CN(C)C(=O)Nc2ccc3c(c2)OCO3)OCCCC[C@H](C)Oc2ccc(NC(=O)Nc3ccc(F)cc3)cc2C1=O	-0.3	-0.1
Cc1ccc(-c2ccc3c(c2)O[C@H](CN(C)C(=O)NC(C)C)[C@@H](C)CN([C@@H](C)CO)S3(=O)=O)cc1	1.9	-1.1
C[C@@H]1CN([C@@H](C)CO)C(=O)c2cccc(NC(=O)Nc3ccccc3)c2O[C@H]1CN(C)Cc1ccc(-c2ccccc2)cc1	-0.7	0.3
C/C=C/c1ccc2c(c1)O[C@@H](CN(C)C(=O)Cc1ccccc1)[C@@H](C)CN([C@@H](C)CO)S2(=O)=O	1.6	25
COCCNC(=O)[C@H]1[C@H](CO)[C@H]2Cn3c(cccc3=O)[C@@H]1N2Cc1cccc(Cl)c1	-0.9	-0.1
CC(C)NC(=O)N(C)C[C@@H]1Oc2c(NC(=O)Nc3cccc4ccccc34)cccc2C(=O)N([C@H](C)CO)C[C@@H]1C	-0.2	-0.7
CN(C)C(=O)[C@@H]1[C@@H](CO)[C@@H]2Cn3c(ccc(-c4cccc(F)c4)c3=O)[C@H]1N2Cc1ccccc1	1.1	2.0
O=C(NCc1cccc(F)c1)[C@@H]1[C@@H](CO)[C@@H]2Cn3c(ccc(-c4ccncc4)c3=O)[C@H]1N2CC1CC1	0.8	2.8
CCC(=O)N1C[C@@H](C)[C@H](OC)CN(C)C(=O)c2cc(NC(=O)C3CCOCC3)ccc2OC[C@@H]1C	-0.3	-1.8
C[C@@H]1CN([C@H](C)CO)C(=O)c2cc(C#CC3CCCCC3)cnc2O[C@H]1CN(C)S(=O)(=O)c1ccc(F)cc1	-1.8	-6.3
C[C@@H]1CN([C@H](C)CO)C(=O)c2cc(Br)cnc2O[C@H]1CN(C)C(=O)c1ccc(F)cc1	-0.6&0.3&0.7	22&35
CO[C@@H](CN(C)C(=O)c1ccc2c(c1)OCO2)[C@@H](C)CN([C@@H](C)CO)S(=O)(=O)c1ccccc1	-0.2	2.8
COc1ccc(-c2ccc([C@@H]3[C@H](C#N)N(C(=O)NC4CCCC4)[C@H]3CO)cc2)cc1	-3.5	-6.9
C[C@H]1CN([C@@H](C)CO)C(=O)c2cc(Br)cnc2O[C@@H]1CN(C)Cc1cccc(C(=O)O)c1	0.5	0.8
O=C(C[C@H]1CC[C@@H]2[C@H](COC[C@H](O)CN2S(=O)(=O)c2ccccc2)O1)N1CCOCC1	-3.3	-2.2
CCC(=O)N1C[C@H](C)[C@@H](OC)CN(C)C(=O)c2ccc(NS(C)(=O)=O)cc2OC[C@H]1C	0.9	-1.2
COc1cccc(-c2cnc3c(c2)C(=O)N([C@H](C)CO)C[C@H](C)[C@H](CN(C)S(=O)(=O)c2ccc(C)cc2)O3)c1	1.0	0.1
C[C@H]1CCCCO[C@H](CN(C)C(=O)Nc2ccccc2)[C@@H](C)CN([C@@H](C)CO)C(=O)c2cc(NS(=O)(=O)c3ccc(Cl)cc3)ccc2O1	1.3	0.9
O=C([C@@H]1[C@@H](CO)[C@@H]2Cn3c(ccc(-c4cccnc4)c3=O)[C@@H]2N1CCC(F)(F)F)N1CCOCC1	-0.4	-0.2

Of the compounds above, these have a COOH group:
SMILES	TcdB GH inh	BioA inh
C[C@H]1CN([C@@H](C)CO)C(=O)c2cccc(NC(=O)c3cnccn3)c2O[C@H]1CN(C)Cc1ccc(C(=O)O)cc1	1.0	-1.4
C[C@H]1CCCCO[C@@H](CN(C)Cc2ccc(C(=O)O)cc2)[C@@H](C)CN([C@@H](C)CO)C(=O)c2cc(NC(=O)c3ccccc3)ccc2O1	0.1	2.7
C[C@H]1CN([C@@H](C)CO)C(=O)c2cc(Br)cnc2O[C@@H]1CN(C)Cc1cccc(C(=O)O)c1	0.5	0.8

(cont.)
SMILES	TcdB GH inh	BioA inh
CC(C)C#Cc1ccc([C@H]2[C@H](CO)N3CCCCN(CC4CC4)C[C@@H]23)cc1	0.1	5.7
CNC[C@H]1Oc2c(NC(=O)NC(C)C)cccc2C(=O)N([C@H](C)CO)C[C@H]1C	0.1	-0.1
O=C(Nc1ccc(Cl)cc1)N[C@H]1CC[C@H](CCNC(=O)c2ccccc2F)O[C@H]1CO	-13	-2.7
O=C(C[C@H]1C[C@@H]2c3cc(NC(=O)c4cccnc4)ccc3O[C@@H]2[C@@H](CO)O1)NCC(F)(F)F	0.0	44*
O=C(C[C@H]1CC[C@@H](NC(=O)Nc2ccc(F)cc2)[C@H](CO)O1)NCc1cccc(F)c1	-2.9	2.9
CNC[C@@H]1Oc2ccc(NC(=O)Cn3cnnn3)cc2CC(=O)N([C@H](C)CO)C[C@@H]1C	-0.5	7.4
C[C@@H]1CN([C@@H](C)CO)C(=O)c2cc(NC(=O)Nc3ccc(C(F)(F)F)cc3)ccc2O[C@H]1CN(C)S(C)(=O)=O	1.9	3.9
Cc1noc(C)c1S(=O)(=O)N(C)C[C@@H]1OCCCC[C@H](C)Oc2ccc(NS(=O)(=O)c3ccccc3)cc2C(=O)N([C@@H](C)CO)C[C@H]1C	-0.8	0.1
Cc1noc(C)c1NC(=O)N(C)C[C@H]1OCCCC[C@@H](C)Oc2ccc(NS(=O)(=O)c3c(C)noc3C)cc2C(=O)N([C@@H](C)CO)C[C@H]1C	0.5	3.9
C[C@@H]1CN([C@H](C)CO)C(=O)c2cccc(NC(=O)NC3CCCCC3)c2O[C@@H]1CN(C)S(=O)(=O)c1cn(C)cn1	-0.8	-1.1
CCS(=O)(=O)Nc1ccc2c(c1)C(=O)N(C)C[C@@H](OC)[C@@H](C)CN(C(=O)NC(C)C)[C@H](C)CO2	-2.2	-1.8
O=C(C[C@H]1CC[C@@H]2[C@H](COC[C@@H](O)CN2Cc2nccs2)O1)NCc1ccc(F)cc1	-0.5	-2.3
COc1ccc(S(=O)(=O)Nc2ccc3c(c2)C(=O)N([C@@H](C)CO)C[C@@H](C)[C@H](CN(C)Cc2ccc4c(c2)OCO4)OCCCC[C@H](C)O3)cc1	-1.4	-1.3
CO[C@H]1CN(C)C(=O)c2cc(C#N)ccc2OC[C@@H]2O[C@H](CC[C@H]2OC)CCN(C)C(=O)[C@H]1C	-2.4	-0.9
CO[C@H]1CC[C@@H]2CCOc3c(C#N)cccc3C(=O)N(C)C[C@H](C)C(=O)N(C)C[C@@H]1O2	-0.2	1.0

Pulled one by one from the list above:
SMILES	TcdB GH inh	BioA inh
COc1ccccc1C#Cc1ccc([C@@H]2[C@@H](CO)N3CCCCN(S(C)(=O)=O)C[C@H]23)cc1	1.1	-3.1
CO[C@@H]1CN(C)C(=O)c2ccc(NC(=O)C3CC3)cc2OC[C@@H](C)N(C(=O)NC(C)C)C[C@@H]1C	-0.3	-1.2
